# From PubChem
# KB-V1 cytotox = kills drug-selected multidrug resistant KB-V1 cells; KB-V1 MDR cells viability, CellTiter-Glo, 72 h; Potency, µM (doses to about 46.1 µM), for inactives: at the top dose activity change, negative = cytotoxicity, actives largely listed as cytotoxic; 400,000 tested, 3.4% active; AID 1347076; note: potency is the fitted concentration of half-maximal effect; % is set by controls: 0 for no effect and ±100 for the full control effect; nearly all actives have a fitted effect of over 60% in size
#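 Cytotoxicity via CellTiter-Glo luminescence after 72 h compound exposure at 37 degrees C. Cells: drug-selected KB-V1 line, DMEM phenol-red free plus 10% FBS. Compounds tested at multiple concentrations; normalized data fitted to concentration-effect curves.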
# GLP1R inv ag = GLP-1 receptor (human) inverse agonism; Potency, µM (series often up to 38.3 µM), inactives show at the highest dose activity change, negative = inhibition, most hits filed as inhibitors; 410,000 tested, 1.6% active; HEK293 GLP-1R CRE-luciferase, luminescence, 24 h; GLP-1R form is constitutively active; P43220; note: potency is the fitted concentration of half-maximal effect; % is set by controls: 0 for no effect and ±100 for the full control effect; nearly all actives have a fitted effect of over 55% in size
#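 Inverse agonism was detected as reduced cAMP-driven luciferase luminescence after 24 h compound treatment. The cells were HEK293 clones expressing constitutively active human GLP-1R with the reporter. Reporter-only and GPR119 cell lines served as counterscreen controls.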
# HEK293 tox = cytotoxicity in counter-screen for GLP-1R inverse agonists. Potency, µM (highest dose often 38.3 µM), for the others: top-dose activity change, negative = inhibition, usual class: inhibitors. 410,000 tested, 0.13% active. HEK293 cAMP-luciferase reporter cells, luminescence, 24 h;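 note: loss of luciferase light is scored as toxicity; potency is the fitted concentration of half-maximal effect; % is set by controls: 0 for no effect and ±100 for the full control effect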
#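 To flag toxic compounds, the library was rerun on cells for 24 hr at 37 deg C and 5% CO2. Viability-linked luminescence was captured 12 min after adding luciferase detection reagent.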
# aSyn yeast inh = rescues yeast growth from alpha-synuclein toxicity; Yeast expressing alpha-synuclein, growth rescue, BacTiter-Glo, 24 h; Potency, µM (top dose mostly 46.1 µM), for the others: at the highest dose growth rescue (activation), usual class: activators; 370,000 tested, 0.14% active; AID 652106; note: potency is the fitted concentration of half-maximal effect; % of control where 0% means no effect; nearly all actives have a fitted effect of over 65% in size
#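 Readout is rescue of growth in alpha-synuclein-expressing yeast, so inhibitors of toxicity appear as activators. Growth after 24 hr at 30 deg C in galactose medium is quantified by luminescence.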
# D3 ag = D3 dopamine receptor (human) agonism; P35462; D3R DiscoveRx beta-arrestin cells, luminescence, 90 min; max activation, %; 410,000 tested, 0.58% active; AID 652048; in the data active = max activation above about 30%; note: 0% is about no effect; mostly tested at two doses, the higher about 12 µM
#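 Agonist mode: compounds and dopamine controls were applied to plated cells for 90 min at 37 degrees C after an overnight attachment at 1500 cells/well. Luminescent read-out followed 30 - 60 minutes at room temperature with DiscoveRx detection reagent.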
# DRD3 antagonist = D3 dopamine receptor (human) antagonism; max response, negative = inhibition, %; D3R cells, DiscoveRx beta-arrestin luminescence, antagonist mode; stronger effect = lower value; AID 652054; 360,000 tested, 2.5% active; in the data active = max response below about -50%; inconclusive = no clear call, values can overlap the other calls; note: % is set by controls: 0 for no effect and ±100 for the full control effect; mostly tested at two doses, the higher about 12 µM
#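 Cells plated overnight at 1500 cells/well, then exposed to library compounds with dopamine controls for 90 minutes at 37 degrees C. DiscoveRx reagent added for 30–60 minutes at room temperature; luminescence read, quantitative HTS format.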
# GLP-1R agonist = agonists of human GLP-1 receptor; P43220; HEK293 GLP-1R CRE-luciferase, luminescence, 4-6 h; cells express a hypersensitive GLP-1R form; Potency, µM (top dose mostly 45.6 µM), without a hit: top-dose activation, hits mostly activators; 380,000 tested, 0.007% active; AID 624172; note: potency is the fitted concentration of half-maximal effect; % of control where 0% means no effect
# PTHR1 ag = agonists of human PTHR1 parathyroid hormone receptor; Q03431; HEK293 GP2 PTHR1 cells, GloSensor cAMP luminescence, 1 h; Potency, µM (doses to about 115 µM), inactives show top-dose activation, actives largely listed as activators; 410,000 tested, 0.075% active; note: potency is the fitted concentration of half-maximal effect; nearly all actives have a fitted effect of over 55% in size; some results filed as inactive show a strong effect at the top dose; inactives centre near -15; many of its hits are not listed in these tables
# Target sequence (Q03431 whole entry, looked up): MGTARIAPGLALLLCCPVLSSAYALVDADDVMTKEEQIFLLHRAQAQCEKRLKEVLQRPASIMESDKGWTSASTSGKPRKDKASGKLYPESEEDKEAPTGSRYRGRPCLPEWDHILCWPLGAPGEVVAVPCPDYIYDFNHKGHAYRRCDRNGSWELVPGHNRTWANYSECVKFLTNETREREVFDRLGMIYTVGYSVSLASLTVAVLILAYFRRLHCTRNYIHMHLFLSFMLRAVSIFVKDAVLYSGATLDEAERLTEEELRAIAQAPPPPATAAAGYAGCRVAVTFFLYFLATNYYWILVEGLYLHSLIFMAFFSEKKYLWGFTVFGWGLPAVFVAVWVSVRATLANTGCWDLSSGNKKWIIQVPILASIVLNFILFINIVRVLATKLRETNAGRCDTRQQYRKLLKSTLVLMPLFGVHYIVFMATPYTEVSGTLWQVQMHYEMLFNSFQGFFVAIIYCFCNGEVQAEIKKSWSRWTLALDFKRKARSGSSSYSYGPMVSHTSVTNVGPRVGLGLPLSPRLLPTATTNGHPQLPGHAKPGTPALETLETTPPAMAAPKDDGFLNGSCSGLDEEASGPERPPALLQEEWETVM
#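 HEK-293-derived GP2 cells expressing PTHR1 and a GloSensor cAMP reporter, 3,000/well, plated overnight, given luciferin plus IBMX (each 0.5 mM as added) for 1 h at 37 °C, then compound for 1 h at 37 °C. Luminescence was read after 15 min at room temperature.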
# TDP-43 yeast inh = TDP-43 toxicity inhibition in yeast | Potency, µM (titrated, usually from 46.1 µM), inactives show at the highest dose growth rescue (activation), usual class: activators | TDP-43 expressing yeast growth rescue, BacTiter-Glo, 24 h | 410,000 tested, 1.8% active; note: potency is the fitted concentration of half-maximal effect; % of control where 0% means no effect; nearly all actives have a fitted effect of over 50% in size
#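 Readout is BacTiter-Glo luminescence of cell growth, so inhibitors register as activators. TDP-43-expressing yeast at OD600=0.02 in galactose medium, after raffinose pregrowth to mid-log, were incubated with compound for 24 hr at 30 deg C.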
# * hit, by the source's call; i = inactive; ? = inconclusive; . = no result given; [ ] = remark or other dose. Unless noted, calls come from the whole dose curve; as a rule, active = well fitted curve in the direction sought with a large enough effect; inconclusive = small, poorly fitted or top-dose-only effect, or another doubt; inactive = no such curve, though single readings can be large; an effect the other way counts as inactive or inconclusive. A portion of the library (hit frequency here may not be typical).
1. O=S(=O)(Cc1ccccc1)C1CCCCC1O (stereo not drawn)
2. COc1ccc(NC(=O)CSc2nc(=O)n(CCN(C)C)c3c2CCCC3)cc1OC
3. COc1ccc(N2CCN(C(=O)COc3cccc4ccccc34)CC2)cc1
4. COc1ccc(C2=NOC(CN3C(=O)c4ccccc4S3(=O)=O)C2)cc1 (stereo not drawn)
5. Cc1cccc(C)c1N1CCN(S(=O)(=O)N2CCCCC2)CC1
Assay by compound	1	2	3	4	5
KB-V1 cytotox	5%	20%	.	2%	?
GLP1R inv ag	8%	13%	?	71%[activator]	10µM*
HEK293 tox	-4%	-4%	12%	10%	0%
aSyn yeast inh	-6%	1%	15%	14%	0%
D3 ag	-19	-4	6	1	-14
DRD3 antagonist	-16	0	1	25	-17
GLP-1R agonist	-2%	11%	17%	-4%	1%
PTHR1 ag	-13%	i	i	-14%[57.5 µM]	i
TDP-43 yeast inh	-12%	12%	13µM*	?	0%

6. Cc1cc(C)cc(C(=O)OCC(=O)N2CCCCCC2)c1
7. O=c1c(C(c2ccc(Cl)cc2)c2c(O)nc3n(c2=O)CCS3)c(O)nc2n1CCS2
8. CC(C)=C(NC(=O)c1ccccc1)C(N)=O
9. Cc1cc(NC(=O)CSc2c(C)[nH]c3ccccc23)no1
10. COc1cc(/C=N/NC(=O)Cn2ccc(C(F)(F)F)n2)cc(OC)c1OC
Assay by compound	6	7	8	9	10
KB-V1 cytotox	16%	24%	5%	-8%	-3%
GLP1R inv ag	?	2%	-4%	-23%	12%
HEK293 tox	8%	8%	19%	0%	-12%
aSyn yeast inh	-1%[1.84 µM]	-1%	-6%	11%	-1%
D3 ag	1	-9	-2	2	3
DRD3 antagonist	-2	-13	-4	-21	4
GLP-1R agonist	9%	-3%	-1%	-1%	2%
PTHR1 ag	-6%	-1%	i	i	-6%
TDP-43 yeast inh	0%	-7%	-1%	?	17%

11. CCc1ccccc1NS(=O)(=O)c1ccc2c(c1)C(C)(C)C(=O)N2C
12. COc1ccc(OC)c(CNC(=O)c2nn(-c3ccc(OC)c(Cl)c3)c(=O)c3c2c2ccccc2n3C)c1
13. COc1ccc(C)cc1NC(=O)COC(=O)CCC(=O)c1cccs1
14. NC(=O)c1nsc(C(=O)N(Cc2cccnc2)C(C(=O)NCc2ccc(F)cc2)c2ccc(F)cc2)c1N (stereo not drawn)
15. O=C(c1ccco1)N1CCN(C(=O)C2CCN(S(=O)(=O)c3cccc4nsnc34)CC2)CC1
Assay by compound	11	12	13	14	15
KB-V1 cytotox	12%	-8%	7%	-3%	12%
GLP1R inv ag	25%	5%	4%	0%	0%
HEK293 tox	0%	-1%	-6%	-1%	-5%
aSyn yeast inh	5%	.	-3%	2%	2%
D3 ag	-5	-14	1	0	2
DRD3 antagonist	-12	.	3	-1	15
GLP-1R agonist	17%	.	-7%	16%	3%
PTHR1 ag	-49%[inhibitor]	i	-5%	i	-3%[57.5 µM]
TDP-43 yeast inh	-3%	-9%	14%	-17%	-2%

# Only HEK293 tox and TDP-43 yeast inh, for two of the compounds above:
no.	canonical_smiles	HEK293 tox	TDP-43 yeast inh
14	NC(=O)c1nsc(C(=O)N(Cc2cccnc2)C(C(=O)NCc2ccc(F)cc2)c2ccc(F)cc2)c1N (stereo not drawn)	-1%	-17%
13	COc1ccc(C)cc1NC(=O)COC(=O)CCC(=O)c1cccs1	-6%	14%

# Next section
16. O=C(Cc1cccs1)NNC(=S)NC(=O)c1ccc(F)c(F)c1
17. C[n+]1cccc(C(=O)NNC(=O)C23CC4CC(CC(C4)C2)C3)c1
18. CCOC(=O)C1=C(C)N(CCCCCC(=O)O)C(=O)NC1c1ccc([N+](=O)[O-])cc1 (stereo not drawn)
19. COc1cc(NC(=O)c2nc3cc(C)c(C)cc3n(C)c2=O)cc(OC)c1OC
20. Cc1ccc(C(=O)CC2(O)C(=O)N(CCc3ccccc3)c3ccc(Br)cc32)cc1 (stereo not drawn)
Assay by compound	16	17	18	19	20
KB-V1 cytotox	?	-12%	-1%	2%	?
GLP1R inv ag	24%	9%	-7%	4%	?
HEK293 tox	0%	-4%	17%	2%	?
aSyn yeast inh	?	0%	1%	.	?
D3 ag	4	-2	-7	3	5
DRD3 antagonist	6	-3	-15	.	.
GLP-1R agonist	-6%	0%	5%	-1%	-2%
PTHR1 ag	i	i	?	-18%	i
TDP-43 yeast inh	?	-6%	-3%	19%	35µM*

# Among those listed so far, ten have a carbonyl joined to an NH by a bond outside any ring.
2. COc1ccc(NC(=O)CSc2nc(=O)n(CCN(C)C)c3c2CCCC3)cc1OC
8. CC(C)=C(NC(=O)c1ccccc1)C(N)=O
9. Cc1cc(NC(=O)CSc2c(C)[nH]c3ccccc23)no1
10. COc1cc(/C=N/NC(=O)Cn2ccc(C(F)(F)F)n2)cc(OC)c1OC
12. COc1ccc(OC)c(CNC(=O)c2nn(-c3ccc(OC)c(Cl)c3)c(=O)c3c2c2ccccc2n3C)c1
13. COc1ccc(C)cc1NC(=O)COC(=O)CCC(=O)c1cccs1
14. NC(=O)c1nsc(C(=O)N(Cc2cccnc2)C(C(=O)NCc2ccc(F)cc2)c2ccc(F)cc2)c1N (stereo not drawn)
Assay by compound	2	8	9	10	12	13	14
KB-V1 cytotox	20%	5%	-8%	-3%	-8%	7%	-3%
GLP1R inv ag	13%	-4%	-23%	12%	5%	4%	0%
HEK293 tox	-4%	19%	0%	-12%	-1%	-6%	-1%
aSyn yeast inh	1%	-6%	11%	-1%	.	-3%	2%
D3 ag	-4	-2	2	3	-14	1	0
DRD3 antagonist	0	-4	-21	4	.	3	-1
GLP-1R agonist	11%	-1%	-1%	2%	.	-7%	16%
PTHR1 ag	i	i	i	-6%	i	-5%	i
TDP-43 yeast inh	12%	-1%	?	17%	-9%	14%	-17%

16. O=C(Cc1cccs1)NNC(=S)NC(=O)c1ccc(F)c(F)c1
17. C[n+]1cccc(C(=O)NNC(=O)C23CC4CC(CC(C4)C2)C3)c1
19. COc1cc(NC(=O)c2nc3cc(C)c(C)cc3n(C)c2=O)cc(OC)c1OC
Assay by compound	16	17	19
KB-V1 cytotox	?	-12%	2%
GLP1R inv ag	24%	9%	4%
HEK293 tox	0%	-4%	2%
aSyn yeast inh	?	0%	.
D3 ag	4	-2	3
DRD3 antagonist	6	-3	.
GLP-1R agonist	-6%	0%	-1%
PTHR1 ag	i	i	-18%
TDP-43 yeast inh	?	-6%	19%
